High-throughput results deposited in PubChem by Center for Chemical Genomics, University of Michigan.
Dicer processing – human Dicer pre-microRNA cleavage inhibition. Q9UPY3. cat-ELCCA pre-miR-21 Dicer processing, chemiluminescence; stronger effect = higher value. z-score at 25 µM. hit rate 6% among 47,000; in the data active = z-score above about 3, passing the limit was not always enough;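 also: plate controls were vehicle for no effect and no enzyme for full effect; higher signal means more uncleaved substrate so more Dicer inhibition; strong numbers were not always called active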
Target sequence (Q9UPY3 whole entry, looked up): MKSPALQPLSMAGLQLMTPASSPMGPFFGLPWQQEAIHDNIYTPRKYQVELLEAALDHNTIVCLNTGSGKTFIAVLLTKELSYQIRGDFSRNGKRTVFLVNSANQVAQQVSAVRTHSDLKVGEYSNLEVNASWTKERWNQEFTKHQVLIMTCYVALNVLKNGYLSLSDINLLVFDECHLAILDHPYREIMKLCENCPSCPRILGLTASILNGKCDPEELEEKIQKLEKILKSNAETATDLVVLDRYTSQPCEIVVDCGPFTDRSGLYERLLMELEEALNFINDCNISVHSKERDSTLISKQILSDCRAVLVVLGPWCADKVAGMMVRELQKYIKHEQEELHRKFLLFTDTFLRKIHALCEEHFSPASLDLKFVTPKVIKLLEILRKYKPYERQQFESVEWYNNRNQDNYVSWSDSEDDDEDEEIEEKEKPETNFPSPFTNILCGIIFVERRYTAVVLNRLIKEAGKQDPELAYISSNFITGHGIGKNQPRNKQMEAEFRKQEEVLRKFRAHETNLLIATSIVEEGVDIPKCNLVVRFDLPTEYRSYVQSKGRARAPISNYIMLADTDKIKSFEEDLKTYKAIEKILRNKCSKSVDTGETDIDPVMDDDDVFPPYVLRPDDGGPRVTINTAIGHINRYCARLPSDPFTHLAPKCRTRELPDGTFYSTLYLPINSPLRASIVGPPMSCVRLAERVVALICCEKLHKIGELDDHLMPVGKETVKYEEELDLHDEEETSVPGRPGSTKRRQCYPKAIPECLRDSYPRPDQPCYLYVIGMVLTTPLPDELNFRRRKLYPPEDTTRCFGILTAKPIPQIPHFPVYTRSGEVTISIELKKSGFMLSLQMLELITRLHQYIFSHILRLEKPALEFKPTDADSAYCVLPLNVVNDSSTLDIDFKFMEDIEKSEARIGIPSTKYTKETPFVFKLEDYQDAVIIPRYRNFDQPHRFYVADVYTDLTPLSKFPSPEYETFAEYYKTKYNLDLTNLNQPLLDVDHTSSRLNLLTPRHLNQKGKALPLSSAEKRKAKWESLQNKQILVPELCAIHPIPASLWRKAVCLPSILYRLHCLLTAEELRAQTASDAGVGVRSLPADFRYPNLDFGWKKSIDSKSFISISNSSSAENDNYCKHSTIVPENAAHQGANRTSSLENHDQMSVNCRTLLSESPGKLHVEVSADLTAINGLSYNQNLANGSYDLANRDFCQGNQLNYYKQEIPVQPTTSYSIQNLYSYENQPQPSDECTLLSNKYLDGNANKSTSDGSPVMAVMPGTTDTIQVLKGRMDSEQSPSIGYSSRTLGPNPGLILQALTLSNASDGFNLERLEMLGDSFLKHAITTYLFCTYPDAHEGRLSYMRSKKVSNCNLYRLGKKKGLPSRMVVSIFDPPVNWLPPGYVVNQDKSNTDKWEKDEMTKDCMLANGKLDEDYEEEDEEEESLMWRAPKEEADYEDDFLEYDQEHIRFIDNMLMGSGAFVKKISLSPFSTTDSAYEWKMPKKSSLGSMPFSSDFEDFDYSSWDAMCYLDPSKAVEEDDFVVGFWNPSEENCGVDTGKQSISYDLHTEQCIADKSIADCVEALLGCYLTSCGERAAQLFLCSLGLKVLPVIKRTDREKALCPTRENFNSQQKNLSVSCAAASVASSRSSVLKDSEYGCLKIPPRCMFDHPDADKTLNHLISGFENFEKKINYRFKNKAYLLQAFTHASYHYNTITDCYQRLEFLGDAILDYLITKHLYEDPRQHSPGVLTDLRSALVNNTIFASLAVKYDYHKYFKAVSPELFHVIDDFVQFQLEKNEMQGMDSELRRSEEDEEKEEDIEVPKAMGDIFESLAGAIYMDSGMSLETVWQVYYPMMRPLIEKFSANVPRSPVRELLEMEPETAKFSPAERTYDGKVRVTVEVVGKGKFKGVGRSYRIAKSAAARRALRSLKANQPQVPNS
An asterisk follows results filed as active. The list is partial. The share of hits here may be higher or lower than overall.

SMILES	Dicer processing
S=c1[nH]n(-c2ccc(Cl)cc2)c(=S)s1	0.34
CCOC(=O)c1c(C)c(C)n(CC2CC2)c1NC(=O)c1ccc(Cl)cc1	0.94
Cc1cc(NS(=O)(=O)N2CCCCC2)no1	-0.07
Cc1ccc(C(=O)Nc2nn(C)c3cccc(F)c23)cc1	-0.03
CN(C)c1ccc(/C=N/NC(N)=S)c(O)c1	-1.1
COc1ccc(-c2csc3nc(-c4ccccc4)oc(=O)c23)cc1OC	-0.79
O=c1c2ccccc2c(-c2cccs2)nn1-c1ccccc1	-0.11
NC(=O)C1CC(=O)N(c2ccc(OCC(=O)Nc3ccc(F)cc3)cc2)C1 (configuration not stated)	-0.22
CN(C)C(=S)Cc1ccc(Cl)cc1	0.76
O=C(CCSc1nc(-c2ccc3c(c2)OCO3)cc(C(F)(F)F)n1)N1CCCCC1	0.68
COCCCNC(=S)Nc1ccc(C)cc1C	-0.42
Cc1ccc(NNC(=O)CCc2ccccc2)c(C)c1	0.01
CC(=O)c1ccc2c(c1)C(C)C(=O)N2C (configuration not stated)	-0.7
Cc1cc([N+](=O)[O-])ccc1S(=O)(=O)NNC(=O)CSc1nc2cccnc2s1	0.06
O=C1CC(c2ccccc2)CC2=C1C(c1ccco1)n1ncnc1N2 (configuration not stated)	3.9*
COC(=O)C(O)(c1ccc(N(C)C(=O)c2ccc(C)cc2)cc1)C(F)(F)F (configuration not stated)	-0.36
NS(=O)(=O)c1cc2c(cc1Cl)NC(C1CC3C=CC1C3)NS2(=O)=O (configuration not stated)	-0.44
CN(C)c1ccc(C(=O)c2ccccc2C(=O)O)c(O)c1	3.2*
O=C1c2ccccc2-c2nc3ncnn3c(-c3ccc4c(c3)OCO4)c21	1.3
CC(Sc1nnc(-c2cccnc2)o1)C(=O)O (configuration not stated)	0.72
CCc1ccc(OCCSc2nc3ccccc3n2CCO)cc1	-0.05
Oc1ccc(-c2ccccc2)cc1Br	0.23
Cn1ccc(NC(=O)/C(C#N)=C/c2ccc(Cl)cc2)n1	-1
C#CCN1C(=O)C(O)(CC(=O)c2ccc(C)cc2C)c2ccccc21 (configuration not stated)	1.6
COc1cc(NC(=O)COc2ccc(-n3cnnn3)cc2)c(OC)cc1Cl	0.49
O=c1c(C(F)(F)F)cccn1Cc1cc(Cl)cc(Cl)c1	-0.77
CC(C)S[C@@H]1O[C@H](CO)[C@@H](O)[C@H](O)[C@H]1O	-0.14
O=C(O)C1Cc2c([nH]c3ccccc23)C(c2ccc(Br)cc2)N1 (configuration not stated)	-0.88
CCOC(=O)Cc1csc(NS(=O)(=O)c2cn(C)cn2)n1	-0.98
CC(Oc1cccc(Cl)c1)n1cncn1 (configuration not stated)	-0.52
COc1ccccc1Oc1c(NS(=O)(=O)c2ccc(C(C)(C)C)cc2)nc(-c2ncccn2)nc1OCCO	18*
CCOC(=O)C1CCN(/C=C(\C#N)S(=O)(=O)c2ccccc2)CC1	-0.41
COc1ccc(Nc2oc(-c3ccc(OC)cc3)nc2C#N)cc1	-1.8
Cn1ncc(C(=O)Nc2ccc(F)cc2F)c1[N+](=O)[O-]	-1.4
O=C(O)CCC(=O)NCc1csc2ccc(Cl)cc12	-1.4
CCOC(=O)/C(N=Nc1ccc(C)cc1C)=C(\C)O	2.3
CCCc1[nH]nc2c1C(c1ccc(C(=O)OC)cc1)C(C#N)=C(N)O2 (configuration not stated)	0.45
Cc1c(C(=O)N2CCCCC2)sc(N)c1C#N	-0.59
COC(=O)CCCN1C(=O)NC2NC(=O)NC21 (configuration not stated)	0.72
O=c1[nH]c(=O)n(-c2ccc(F)cc2)c2c1CN(CCCc1ccccc1)CN2	-1.4
Cc1ccc(N2C(=O)SC(Nc3ccc(S(N)(=O)=O)cc3)C2=O)cc1C (configuration not stated)	0.42
CCCc1nnc(N2C(=O)c3oc4ccc(F)cc4c(=O)c3C2c2ccccc2)s1 (configuration not stated)	-0.24
COc1nnc(-c2ccc(C)cc2)c2ccccc12	-0.72
CCCCCOC(=O)C1=C(C)NC2=C(C(=O)CCC2)C1c1ccc(O)c(OCC)c1 (configuration not stated)	0.62
Cc1ccc(C2SCCN2S(C)(=O)=O)cc1 (configuration not stated)	-0.49
CCOC(=O)c1cc(C#N)c(Oc2cc(Cl)cc(Cl)c2)nc1C(F)(F)F	0.65
Cn1c(/C=C/C=C/N2CCCC2)nc2ccccc2c1=O	-1.2
Cc1nn2c(-c3ccc4c(c3)OCO4)ccnc2c1-c1ccccc1	-0.31
Cc1nn(-c2ccccc2)nc1C(=O)ONC(=O)c1ccccc1	-0.38
O=C(O)c1c[nH]c2ccc(F)cc2c1=O	2.4
CSCCC(NC(=O)c1ccc(C(F)(F)F)cc1)C(=O)NNC(=O)Nc1ccccc1 (configuration not stated)	0.53
COCCCNC(=S)N/N=C/c1ccc[nH]1	-3.9
O=C(CSc1nc2ccccc2nc1N1CCCC1)NCc1ccco1	1.7
CN(C)CCNC(=O)N1c2ccccc2Sc2ccccc21	-0.21
CC(C)N1C(=O)C(O)(CC(=O)c2ccncc2)c2ccccc21 (configuration not stated)	2
COc1ccccc1-c1coc2cc(OCc3cc(Cl)cc4c3OCOC4)ccc2c1=O	-1
Cc1cc(C)cc(Oc2coc3cc(OC(=O)c4cccs4)ccc3c2=O)c1	1.8
CC(=O)Nc1ncc(C(F)(F)F)cc1Cl	-0.4
Cc1ccc(C2CC(=O)C3=C(C2)Nc2ccccc2NC3c2ccc(C)o2)cc1 (configuration not stated)	-0.27
N#CCOc1cc(Sc2ccccc2)ccc1[N+](=O)[O-]	-0.06

The results go on.
SMILES	Dicer processing
O=C(CSc1nnc(OC(=O)c2cccs2)n1C1CC1)c1ccc2c(c1)OCCO2	-1.2
O=C(COC(=O)c1cc2ccccc2cc1OC(=O)c1ccc(Cl)cc1)c1ccc(Cl)cc1	1
O=C(CSc1ccccc1[N+](=O)[O-])NNC(=S)NC1CC2C=CC1C2 (configuration not stated)	0.06
CCOc1cc(S(=O)(=O)n2ccnc2C(C)C)ccc1Br	0.68
c1ccc(-c2nsc(-n3ccc(-c4cccs4)n3)n2)cc1	-0.69
CCn1cc(C(CC(=O)O)C(=O)O)c2ccccc21 (configuration not stated)	2.9
CC(C)(C)c1ccc(N2C(=O)CC(C/C=C/c3ccccc3)C2=O)cc1 (configuration not stated)	4.7*
COc1ccc(-n2c(=S)[nH]c3sc(-c4ccccc4)cc3c2=O)c(OC)c1	2.9
C#CC(C)(C)NC(=O)c1ccc(-c2ccc(CC)cc2)cc1	1.7
CC(=O)OCC(=O)c1cc(C(F)(F)F)cc(C(F)(F)F)c1	0.09
Nc1nnc(Sc2cc(-n3cccc3)c(Cl)cc2[N+](=O)[O-])s1	1.9
NCCCC[C@H](NC(=O)C(F)(F)F)C(=O)O	0.36
COC(=O)Cc1cc(OC)c(OC)cc1C(C)=O	0.72
COc1cc2ccccc2cc1C(=O)Oc1cccc2ccc(C)nc12	0.06
Cc1ccc(CSc2nccc(-c3nn(-c4ccc(F)cc4)ccc3=O)n2)cc1	0.94
CC(C)OC(=O)C1C(=O)CC(C)(O)C(C(=O)OC(C)C)C1c1ccc(Br)cc1 (configuration not stated)	-1.3
Cc1nnc(SCc2ccccc2Cl)[nH]c1=O	3*
O=C(NC(=O)c1c(F)cccc1F)O/N=C1\CCCc2occc21	-0.72
CCOC(=O)Cc1csc(NN=C(C)C)n1	0.7
CCOC(=O)NC(=S)Nc1cccc(C)n1	0.6
Cc1cc2nc3c(c(C(F)(F)F)n2n1)CCc1ccccc1-3	-1.6
CCCc1ncc(C[n+]2ccccc2C)c(N)n1	-0.06
CSc1ssc(=Nc2cccc(C(F)(F)F)c2)c1-c1ccccc1	0
CC(C)(C)C(=O)c1cn(CC(=O)N2CCCc3ccccc32)c2ccccc12	1
COc1nccc(C(F)(F)F)c1C(=O)NCc1c(C)cc(Cl)cc1Cl	-0.67
COC(=O)c1sc(N2C(=O)c3oc4ccccc4c(=O)c3C2c2ccco2)nc1C (configuration not stated)	-0.22
O=C(CSc1nc2sc3c(c2c(=O)[nH]1)CCCC3)N1CCCCC1	-0.27
COc1ccc(-c2nc3n(n2)C(=O)CC(c2ccc(Cl)cc2)S3)cc1 (configuration not stated)	4.5*
O=S(=O)(Nc1nc(SCc2ccc(Cl)cc2)n[nH]1)c1ccc(-c2ccccn2)s1	3.4*
CC1C/C(=N\O)c2cc(Cl)ccc2S1(=O)=O (configuration not stated)	-1.8
COCc1cc(=O)n2[nH]c(-c3ccc(OC)cc3)cc2n1	0.84
O=c1c2ccccc2n(Cc2ccc(Cl)cc2)c(=O)n1Cc1ccc(Cl)cc1	-1.3
Nc1nnc(SCC(=O)n2c3c(c4ccccc42)CCCC3)s1	-0.12
Cc1oc2ccc(NS(=O)(=O)c3ccc(Cl)cc3)cc2c1C(=O)O	0.79
N#CC(C#N)CC(=O)c1ccc(Cl)cc1	0.53
COC(=O)c1cccn1-c1ccccc1[N+](=O)[O-]	0.08
Cc1cc(=O)oc(C)c1C(=O)OCC(=O)c1ccc(Br)cc1	5*
COC(=O)C1Cc2c([nH]c3ccccc23)C2(CCN(Cc3ccccc3)CC2)N1 (configuration not stated)	0.24
N#Cc1cccnc1S(=O)(=O)CCOC(=O)c1cccc(Cl)c1	-0.96
Cc1c(C#N)c(-n2cccc2)n(Cc2cccs2)c1C	0.88
Cn1c(=O)n(CCCOc2ccc(Cl)cc2)c2ccccc21	-0.48
CCOC(=O)c1c(N/N=C\c2ccccc2O)n[nH]c1C	1
CCCCNS(=O)(=O)c1ccc(C)c(-c2nnc3c4ccccc4c(C)nn23)c1	0.74
COC(=O)C(=O)c1c[nH]c2ccccc12	-0.28
Cc1c(NS(=O)(=O)c2ccccc2)cc(Cl)c(O)c1C	2.1
COc1c(Br)cc([N+](=O)[O-])cc1Br	1.8
O=C1c2cc(S(=O)(=O)N3CCCCCC3)cc([N+](=O)[O-])c2-c2c1cc(S(=O)(=O)N1CCCCCC1)cc2[N+](=O)[O-]	-0.52
CCOC(=O)c1c(C)n(C)c2ccc(OCC(O)CN3CCCCC3C)cc12 (configuration not stated)	0.28
CCOC(=O)C1CCN(/C=C(\C#N)S(=O)(=O)C(C)(C)C)CC1	-2.2
O=S(=O)(CCNC1CCCCC1)c1ccc(Cl)cc1	0.13
O=C1C2C(c3ccc(Cl)cc3)OC3(C(=O)c4ccccc4C3=O)C2C(=O)N1c1ccc(F)cc1F (configuration not stated)	6.1*
N#Cc1c(N)nc2ccc(Cl)cc2c1-c1ccccc1	-1.2
O=C(CCc1ccc(O)cc1)N/N=C/C=C/c1ccccc1	0.44
Cc1cc(Cl)ccc1Nc1nnns1	-1.2
COc1ccc(C(=O)/C=C/Sc2c(Cl)cccc2Cl)cc1	-1
CSC1=NCN(C(C)(C)C)CN1	-0.35
C/C(=N\N=C1\NC(=O)C(CC(=O)O)S1)c1ccc(F)cc1 (configuration not stated)	-0.96
O=[N+]([O-])c1c(Sc2ccccn2)sc(Sc2ccccn2)c1[N+](=O)[O-]	-0.69
O=S(=O)(c1ccccc1Oc1ccc(Cl)cc1Cl)N1CCCCC1	-0.45
CCN(CC)c1ccc2c(c1)OC(N)=C(C#N)C2c1cccc(Cl)c1 (configuration not stated)	1.5

3 structures out of the list, arranged by heavy-atom count, highest first.
SMILES	Dicer processing
O=[N+]([O-])c1c(Sc2ccccn2)sc(Sc2ccccn2)c1[N+](=O)[O-]	-0.69
CCOC(=O)c1c(N/N=C\c2ccccc2O)n[nH]c1C	1
O=S(=O)(CCNC1CCCCC1)c1ccc(Cl)cc1	0.13

Later entries
SMILES	Dicer processing
CNC(=S)N(Cc1ccc(Cl)cc1)Cc1cccnc1	-0.63
Oc1ccccc1-c1n[nH]c(/C=C/c2ccccc2)n1	9.8
COc1ccc(Oc2c(C(F)(F)F)oc3cc(OC(=O)C4CCCO4)ccc3c2=O)cc1 (configuration not stated)	2.7
CCOc1ccc2nc(Nc3nc(C)cc(C(F)(F)F)n3)nc(C)c2c1	35
Cc1cc(C)cc(NC(=O)N(CCC#N)Cc2ccccc2)c1	0.23
Cc1nc2ccc(F)cc2c2c1CCN2c1ccc(Cl)cc1	2.6
Nc1nonc1C(=O)NCCNCc1ccncc1	-1.7
Cc1nn2c3c(cnc2c1-c1ccccc1)C(=O)CC(c1ccc(F)cc1)C3 (configuration not stated)	-0.43
CCCc1c(Cc2c(F)cccc2Cl)c(=O)oc2cc(OS(C)(=O)=O)ccc12	0.67
N/C(CSc1cccs1)=N\OC(=O)Nc1ccccc1	-2.6
CC1CCCN(C(=S)NC2CC3CCC2C3)C1 (configuration not stated)	-0.56
O=C(O)C1C2CC=CC2c2cc(Br)cc3c2N1CC1CC=CC31 (configuration not stated)	26
O=C(O)c1nn(-c2ccc(Cl)cc2Cl)c(=O)cc1O	2.1

Molecules above with a cyano group:
SMILES	Dicer processing
Cn1ccc(NC(=O)/C(C#N)=C/c2ccc(Cl)cc2)n1	-1
CCOC(=O)C1CCN(/C=C(\C#N)S(=O)(=O)c2ccccc2)CC1	-0.41
COc1ccc(Nc2oc(-c3ccc(OC)cc3)nc2C#N)cc1	-1.8
CCCc1[nH]nc2c1C(c1ccc(C(=O)OC)cc1)C(C#N)=C(N)O2 (configuration not stated)	0.45
Cc1c(C(=O)N2CCCCC2)sc(N)c1C#N	-0.59
CCOC(=O)c1cc(C#N)c(Oc2cc(Cl)cc(Cl)c2)nc1C(F)(F)F	0.65
N#CCOc1cc(Sc2ccccc2)ccc1[N+](=O)[O-]	-0.06
N#CC(C#N)CC(=O)c1ccc(Cl)cc1	0.53
N#Cc1cccnc1S(=O)(=O)CCOC(=O)c1cccc(Cl)c1	-0.96
Cc1c(C#N)c(-n2cccc2)n(Cc2cccs2)c1C	0.88
CCOC(=O)C1CCN(/C=C(\C#N)S(=O)(=O)C(C)(C)C)CC1	-2.2
N#Cc1c(N)nc2ccc(Cl)cc2c1-c1ccccc1	-1.2
CCN(CC)c1ccc2c(c1)OC(N)=C(C#N)C2c1cccc(Cl)c1 (configuration not stated)	1.5
Cc1cc(C)cc(NC(=O)N(CCC#N)Cc2ccccc2)c1	0.23
